Screens as filed in PubChem BioAssay.
MmCpn inh: blocks the Methanococcus maripaludis chaperonin Mm-Cpn | purified Mm-Cpn ATPase, ADP Transcreener TR-FRET | hit rate 0.031% among 330,000 | Potency, µM (doses to about 76.9 µM), inactives show top-dose activity, negative = inhibition, hits mostly inhibitors; also: potency is read from the fitted curve at half-maximal effect; % is scaled to controls: 0 for no effect and ±100 for the full control effect; nearly all actives have a fitted effect of over 80% in size
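Reaction buffer contained 30 mM Tris pH 7.4, 100 mM KCl, 5 mM MgCl2 and 1 mM DTT. Mm-CPN (25 nM final) hydrolysed 10 uM ATP over 30 min at 37°C; ADP was read by HTRF.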
A549 viability: A549 cytotoxicity, counter-screen for Nrf2 inhibitors. hit rate 0.16% among 390,000. AID 504648. A549 ARE-Fluc cells, CellTiter-Fluor viability, 18-24 h. Potency, µM (titrated, usually from 46 µM), inactives show top-dose activity change, negative = cytotoxicity, actives largely listed as inhibitors; also: potency is read from the fitted curve at half-maximal effect; % is scaled to controls: 0 for no effect and ±100 for the full control effect
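Cytotoxicity counterscreen: CellTiter-Fluor fluorescence was measured in A549 ARE_Fluc cells after 18-24 h of compound exposure in a concentration series. The subsequent BugLite luminescent read reports ARE-luciferase activity.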
HepG2 viability: kills HepG2 cells in TGF-b inhibitor counter-screen; HepG2 CAGA-GFP viability, ATP luminescence, 18 h; Potency, µM (series often up to 46.1 µM), without a hit: top-dose activity change, negative = cytotoxicity, actives largely listed as cytotoxic; hit rate 0.76% among 410,000; also: potency is read from the fitted curve at half-maximal effect; some results filed as inactive show a strong effect at the top dose
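CellTiter-Glo luminescence gave cytotoxicity after 18 hours at 37 degrees C. The cells were HepG2 CAGA-GFP in 1% FBS DMEM, stimulated with 500 pg/mL TGF-beta after compound addition. %Activity was normalised to no-cell wells (complete cell-killing) and DMSO (no toxicity), and curves were fitted and classified.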
Nrf2 inh: Nrf2 pathway inhibition; A549 ARE-Fluc reporter, luciferase luminescence, 18-24 h; Potency, µM (doses to about 46 µM), inactives show top-dose activity change, negative = inhibition, actives largely listed as inhibitors; hit rate 2.1% among 360,000; also: potency is read from the fitted curve at half-maximal effect; % is scaled to controls: 0 for no effect and ±100 for the full control effect; nearly all actives have a fitted effect of over 60% in size
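Nrf2 function is reported as luminescence of an ARE-controlled luciferase in A549 cells. Compounds were tested at several concentrations, and a CellTiter-Fluor read on the same wells flagged cytotoxicity.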
Nrf2 ARE act: activators of Nrf2 (ARE) signaling. AREc32 ARE-luciferase reporter (MCF7-derived line), luminescence, 24 h. Potency, µM (doses to about 46.1 µM), for the others: top-dose activation, usual class: activators. hit rate 0.31% among 410,000; also: potency is read from the fitted curve at half-maximal effect; % of control where 0% means no effect; nearly all actives have a fitted effect of over 65% in size
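AREc32 cells carrying an ARE-driven firefly luciferase, 1000 cells/well in OPTI-MEM with 5% FBS, dosed after overnight attachment and incubated 24 hr at 37 deg C. Steady-Glo luminescence read after 30 min at RT.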
S2 tox: reduces viability in counter-screen for ATXN expression inhibitors; AID 651635; hit rate 0.49% among 400,000; Potency, µM (series often up to 56.7 µM), most hits filed as cytotoxic; S2 cells (HEK-293 line with an ATXN2-luciferase reporter) viability, CellTiter-Fluor protease fluorescence, 24 h; also: potency is read from the fitted curve at half-maximal effect; nearly all actives have a fitted effect of over 40% in size
Akt phos inh: blocks phosphorylation of Akt. Neuro2A IGF-stimulated pAkt S473 HTRF, 20 min; hits give low values. activity change, % for hits at 50 µM. hit rate 0.32% among 360,000. AID 651550; in the data active = activity change below about -80%; inconclusive = mostly about -51% to -80%; also: % is scaled to controls: 0 for no effect and ±100 for the full control effect
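Neuro2A cells (4,500/well, DMEM with 0.5% FBS) were treated with compound at a single 50 µM final concentration, stimulated with 6 nM IGF for 20 min at 37 °C, and lysed. Phospho-Akt Ser473 was read by HTRF as 665/615 ratio ×10^4.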
CCT chaperon mod: modulators of cytosolic chaperonin (CCT/TRiC) activity; AID 651819; activity change, % (concentration not given with the values), hits read low; purified chaperonin ATPase assay, HTRF ADP detection, 30 min; hit rate 0.3% among 360,000; in the data active = activity change below about -30%; also: % is scaled to controls: 0 for no effect and ±100 for the full control effect
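TRiC at 40 or 20 nM final (batch-dependent) in 30 mM Tris pH 7.4, 100 mM KCl, 5 mM MgCl2, 1 mM DTT, with compound at single 76 uM and 10 uM ATP, 30 min at 37 deg C. ADP detected by HTRF Transcreener, 665/615 ratio.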
TGFb inhibitor: blocks TGF-b signaling; HepG2 CAGA-GFP TGF-b/SMAD3 reporter, GFP fluorescence, 18 h; TGF-beta stimulated, 500 pg/mL final; Potency, µM (highest dose often 46.1 µM), for inactives: top-dose activity, negative = inhibition, usual class: inhibitors; hit rate 1.2% among 410,000; AID 588855; also: potency is read from the fitted curve at half-maximal effect; % is scaled to controls: 0 for no effect and ±100 for the full control effect; nearly all actives have a fitted effect of over 65% in size
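Cell-based qHTS in HEPG2 carrying a CAGA-GFP Smad reporter; compounds added before 500 pg/mL final TGF-beta, 18 h incubation at 37 degrees C, GFP fluorescence quantified per cell by imaging cytometry.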
* hit, by the source's call; i = inactive; u = inconclusive; x = no result given; & = joins results of further samples; [ ] = dose if it differs, or a comment. Unless noted, calls follow the shape of the dose curve; as a rule, active = well fitted curve in the direction sought with a large enough effect; inconclusive = small, poorly fitted or top-dose-only effect, or another doubt; inactive = no such curve, though single readings can be large; an effect the other way counts as inactive or inconclusive.

Under each structure – TGFb inhibitor	Akt phos inh	S2 tox	CCT chaperon mod	Nrf2 ARE act	Nrf2 inh	MmCpn inh	HepG2 viability	A549 viability
> COc1ccc(C2CC(c3cccc([N+](=O)[O-])c3)=NN2/C(C)=C/C(C)=O)cc1 (stereo unspecified)
    1%	i	i	-1.1	u	x	x	-24%	x
> CCC(=O)Nc1cccc(-c2cnc3ccccc3n2)c1
    11%	i	i	0.9	2.2%	30%	1%	-9%	11%
> COC(=O)C1C(=O)C2=C(CC1C)Nc1ccccc1NC2c1ccc(C)s1 (stereo unspecified)
    7%	i	i	-8.2	0.1%	-16%	-2%	-5%	-5%
> O=C(c1ccccc1[N+](=O)[O-])N1CC2C3C=CC(C3)C2C1 (stereo unspecified)
    9%	i	i	0.7	-0.6%	u	1%	5%	-2%
> O=C1CC(=Nc2ccc([N+](=O)[O-])cc2)NN1c1c(Cl)cc(Cl)cc1Cl
    16µM*	i	i	-1.3	0.2%	x	x	-70%	x
> COc1ccc(S(=O)(=O)N(C)CC(=O)Nc2ccccc2C(F)(F)F)cc1Cl
    2%	x	i	0.0	-0.2%	x	1%	12%	7%
> c1cc2c3c(cccc3c1)C(N1CCCCC1)=N2
    1%	i	u	-1.8	3.5%	-5%	0%	-1%	-9%
> Cc1cccc(C(CC(=O)O)n2cccc2)c1 (stereo unspecified)
    -7%	i	i	-3.1	-0.5%	-16%	3%	-9%	-14%
> O=C(Nc1cccc(-c2cnc3ccccc3n2)c1)c1ccccc1
    1%	i	i	0.0	-0.5%	x	1%	-6%	-1%
> O=c1c2ccccc2ncn1CCOCCOc1cccc(Br)c1
    -16%	i	i	-2.0	0.4%	2%	1%	3%	1%
> Cc1cc(C)c(NC(=O)CSc2ncc(S(=O)(=O)c3ccc(C(C)(C)C)cc3)c(=O)[nH]2)c(C)c1
    6%	x	i	x	-1.2%	8%	x	-33%	1%
> CCS(=O)(=O)N1CCN(C(=O)c2ccccc2)CC1
    19%	i	i	-2.3	-0.4%	2%	2%	2%	-8%
> COc1ccc(-c2cc(=O)c3cc(O)ccc3o2)cc1
    9%	i	i	0.1	3.9%	11%	x	-8%	-4%
> CCOC(=O)c1ccc(CSc2nnc(C)n2N)o1
    3%	i	i	-3.0	6.1%	18%	0%	1%	-4%
> COc1ccc(N=C(C)c2sc3ccccc3c2O)cc1
    0%	i	i	-0.4	0.7%	u	-2%	6%	-2%
> COc1ccc(Cn2c(=O)c3cccnc3n(Cc3cccc(F)c3)c2=O)cc1
    -30%	x	i	x	3.7%	-10%	x	-32%	u
> Cc1nc2c(cnn2-c2ccccc2Cl)c(=O)n1-c1ccc(C(C)C)cc1
    -12%&-4%	i	i	-0.2	2.9%&0.7%	u	-1%	-27%&-41%	-12%&-25%
> C=CCn1c(C)cc(-c2csc(N)n2)c1C
    -7%	x	i	-0.7	0.4%	x	0%	0%	-12%
> COc1cc(/C=C2\SC(=Nc3ccc(N4CCOCC4)cc3)N(C)C2=O)ccc1OC(C)C(=O)O (stereo unspecified)
    0%	i	u	-5.4	-0.2%	2%	0%	-1%	-12%
> Cc1ccccc1Nc1nc(N)nc(CSc2nnnn2-c2ccccc2)n1
    1%	i	i	1.4	2.4%	-18%	0%	12%	2%
> COc1ccc(NC(=O)CO/N=C2/CCCc3nonc32)c(OC)c1
    -10%	i	i	-1.0	-0.6%	-7%	1%	-20%	0%
> C=CCCC(=O)Nc1nc(C)c(-c2csc(Nc3ccccc3OC)n2)s1
    -22%	i	u	-0.5	-1.6%	-18%	u	9%	-15%
> Cc1ccc2nc(N3CCN(Cc4ccc(F)cc4)C3=O)c(C)cc2c1
    -9%	i	i	0.1	1.0%	-24%	1%	-37%	-12%
> O=C1CCC(C(=O)N2CCN(c3cnccn3)CC2)CN1CCc1ccccc1 (stereo unspecified)
    13%	i	i	-1.0	0.4%	x	x	2%	x
> O[C@H]1C[C@H](c2ccccc2)N(CC2CCCCC2)C[C@@H]1n1cc(C2CC2)nn1
    u	i	u	0.1	-5.6%	x	x	-132%	x
> O=C(N/N=C/c1cc2ccccc2[nH]1)c1ccccc1Cl
    -16%	i	i	-0.5	4.5%	8%	-3%	-11%	0%
> CCCc1ccc(S(=O)(=O)N(C)S(=O)(=O)c2ccc(F)cc2)cc1
    -7%	i	i	-1.7	-0.1%	u	3%	-9%	13%
> COc1ccc(NC(=O)N(C)C[C@H]2Oc3ncc(C#C[C@@H](C)O)cc3C(=O)N([C@H](C)CO)C[C@H]2C)cc1
    4%	i	i	1.3	-0.6%	x	x	0%	x
> COc1ccc2c(c1)c1c(c(=O)n(-c3cccc(C)c3)c(=O)n1CC(=O)NCc1ccc(C)cc1)n2C
    u	x	u	x	0.4%	u	x	-6%	-1%
> O=C(NCC1CCCO1)c1cc2c([nH]c3ccccc32)c(-c2cccc(Br)c2)n1 (stereo unspecified)
    1%	i	u	-0.9	1.3%	u	u	5%	-16%
> COc1ccc(NC(=O)c2cc(C3CCCCN3S(=O)(=O)c3ccccc3)on2)c(C)c1 (stereo unspecified)
    -8%	i	i	-0.7	-0.2%[9.22 µM]	x	x	-19%	x
> CCCCc1nc2sc3c(SCC(=O)NCc4ccco4)ncnc3c2c2c1CCC2
    4%	i	u	-2.4	0.1%	-19%	-4%	-12%	0%
> C/C(=N\NC(=O)c1ccncc1)c1cccc(NC(=O)c2ccc(Cl)s2)c1
    -19%	i	i	1.3	6.1%	6%	2%	-1%	0%
> NC(=S)N/N=C/c1coc2ccc(Br)cc2c1=O
    0%	i	i	-1.7	-0.5%	1%	-1%	-15%	1%
> CC(C)c1nc2ccc(C(=O)NCCCN3CCN(c4cccc(Cl)c4)CC3)cc2o1
    u	x	x	x	3.6%	x	x	-18%	-22%
> CCOC(=O)C1C2C=CC3(CN(c4ccc(Cl)c(F)c4)C(=O)C13)O2 (stereo unspecified)
    -19%	i	i	2.5	0.1%	2%	-1%[15.4 µM]	0%	-10%
> COc1ccc(-c2cc(C(=O)Nc3ccc4c(c3)OCO4)no2)cc1OC
    -1%&2%	i	i	-1.0	-0.6%&6.5%	-9%&8%	1%	-2%&-25%	2%&6%
> Cc1ccc(C(=O)OCC(=O)NC(C)C)cc1S(=O)(=O)N1CCOCC1
    -5%	i	i	-1.6	-0.7%	-12%	0%	-13%	9%
> COc1ccc(OC)c(CCNC(=O)CSc2ccsc2[N+](=O)[O-])c1
    -8%	i	i	-2.2	0.7%	-3%	-1%	1%	-3%
> CC(C)(C)OC(=O)NC(=NCCCc1cn(CC(=O)N2CCN(C(=O)OC(C)(C)C)CC2)nn1)NC(=O)OC(C)(C)C
    1%	i	i	1.2	-0.9%	2%	x	-2%	1%

Compound profiles, from the list above. Order of values: TGFb inhibitor | Akt phos inh | S2 tox | CCT chaperon mod | Nrf2 ARE act | Nrf2 inh | MmCpn inh | HepG2 viability | A549 viability
C/C(=N\NC(=O)c1ccncc1)c1cccc(NC(=O)c2ccc(Cl)s2)c1 in the list: -19% | i | i | 1.3 | 6.1% | 6% | 2% | -1% | 0%
COc1ccc(-c2cc(C(=O)Nc3ccc4c(c3)OCO4)no2)cc1OC in the list: -1%&2% | i | i | -1.0 | -0.6%&6.5% | -9%&8% | 1% | -2%&-25% | 2%&6%

Later entries:
Under each structure – TGFb inhibitor	Akt phos inh	S2 tox	CCT chaperon mod	Nrf2 ARE act	Nrf2 inh	MmCpn inh	HepG2 viability	A549 viability
> COCCCn1c(=O)/c(=C\c2ccc(OC(F)F)c(OC)c2)s/c1=C(/C#N)C(=O)NCCOC
    7%	i	i	0.4	0.7%	2%	0%	7%	4%
> CC1=C(C(=O)N(C(C)C)C(C)C)CC(CC(=O)NC2CCCCC2)C(=O)N1CCC1=CCCCC1 (stereo unspecified)
    u	i	u	0.1	0.8%	x	x	-14%	x
> Nc1ccc(C23CC4CC(CC(CO)(C4)C2)C3)cc1
    -3%	i	i	0.9	0.3%	1%	1%	1%	-4%
> CCC(CC)C(=O)NCCc1cc2c(OC)ccc(OC)c2[nH]c1=O
    -7%	i	i	-0.7	-0.3%	x	2%	-1%	17%
> COCCC1CCCCN1C(=O)c1cc(COc2cccc(C(C)=O)c2)on1 (stereo unspecified)
    u	i	i	-1.7	1.7%	13%	0%	-2%	3%
> CCN1CSC(=S)N(Cc2ccccc2)C1
    -19%	i	i	-1.9	0.1%	15%	-1%	-11%	9%
> COc1ccc(COC(=O)CCS(=O)(=O)c2ccc(C)cc2)cc1
    5%	i	i	-0.6	-0.6%	3%	1%	-3%	1%
> O=C1c2ccccc2C(=O)N1c1ccccn1
    -12%	x	x	x	x	u	x	-32%	2%&9%
> C/C(=N\NC(=S)NCCc1ccccc1)c1ccc(Cl)cc1Cl
    u	i	x	-3.0	2.9%	-8%	2%	-14%	6%
> C/C(=N\NC(=O)c1ccc(-c2ccccc2)cc1)C1C(=O)c2ccccc2C1=O
    13µM*	i	u	-1.7	-1.1%	u	-1%	-89%	u
> C(=N\N1CCN(C2c3ccccc3-c3ccccc32)CC1)/c1ccncc1
    6%	i	i	-5.8	-0.5%	u	3%	1%	1%
> O=[N+]([O-])c1ccccc1NCCNc1ncc(C(F)(F)F)cc1Cl
    u	i	i	-3.5	4.7%	u	-1%	-23%	3%
> CN1C(=O)c2ccc(C(=O)Nc3ccccc3O)cc2C1=O
    1%	i	i	-2.0	10.0%	-20%	0%	-2%	0%
> CCOc1ccc(NC(=O)CSc2nc3ccccc3c(=O)n2CCCC(=O)NCCCN2CCCC2=O)cc1
    -8%	i	i	-0.3	0.7%	7%	1%	-9%	0%
> CC(C(=O)Nc1sc2c(c1C(=O)NCc1ccco1)CCCC2)N1C(=O)c2ccccc2C1=O (stereo unspecified)
    0%	i	i	-1.0	1.3%	5%	0%	-12%	1%
